# Screens as filed in PubChem.
# ERAP1 HTS inh: human ERAP1 aminopeptidase inhibitors, primary screen, biochemical, single point, plate reader; inhibition, % at 10.7 µM; recombinant ERAP1, Leu-AMC fluorescence, 60 min; Endoplasmic reticulum aminopeptidase 1 (Homo sapiens), Q9NZ08; 340,000 compounds, 0.15% hits; AID 652197, 2013;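 active = mean replicate inhibition of at least 30%, or all replicates individually reaching that 30% level; inactive = mean below 30% and not every replicate reaching it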;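 also: 0% = neutral control wells and 100% = L-leucinethiol positive control wells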
# PglD inh: C. jejuni PglD acetyltransferase inhibitors, primary screen, biochemical, DTNB colorimetric, single point | purified PglD enzyme, DTNB colorimetric CoA detection | inhibition, % at 12.5 µM | 360,000 compounds, 0.098% hits | AID 602405, 2012; in the data active = inhibition above about 16%, passing the limit was not always enough; inconclusive = no clear call, values can overlap the other calls; also: strong numbers were not always called active
# RAD54 branch: inhibitors of human RAD54 branch migration, primary screen, biochemical, fluorescence, single point; inhibition, % at 10.4 µM; 360,000 compounds, 0.14% hits; DNA repair and recombination protein RAD54-like (Homo sapiens), Q92698; RAD54 Holliday junction branch migration, FAM/BHQ fluorescence;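 active = mean normalized replicate activity at least 40 and at least half of replicates scoring 40 or more; inconclusive = only one of the two criteria met; inactive = mean below 40 and under half of replicates reaching 40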;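 also: 0% = median of neutral control wells and 100% = median of positive control wells; inhibitors cause a drop in the FAM fluorescence signal; in these data hits start at about 50%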
# RAD52 inh: RAD52 DNA annealing inhibitors, primary screen, biochemical, FRET, single point, set 2. DNA repair protein RAD52 homolog (Homo sapiens), P43351. recombinant RAD52 DNA annealing, FRET fluorescence. inhibition, % at 18.7 µM. 360,000 compounds, 0.46% hits. AID 651710, 2012;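 active = every replicate showing at least 50% inhibition; inconclusive = mean inhibition at least 50% but not in every replicate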
# Target sequence (P43351 whole entry, looked up): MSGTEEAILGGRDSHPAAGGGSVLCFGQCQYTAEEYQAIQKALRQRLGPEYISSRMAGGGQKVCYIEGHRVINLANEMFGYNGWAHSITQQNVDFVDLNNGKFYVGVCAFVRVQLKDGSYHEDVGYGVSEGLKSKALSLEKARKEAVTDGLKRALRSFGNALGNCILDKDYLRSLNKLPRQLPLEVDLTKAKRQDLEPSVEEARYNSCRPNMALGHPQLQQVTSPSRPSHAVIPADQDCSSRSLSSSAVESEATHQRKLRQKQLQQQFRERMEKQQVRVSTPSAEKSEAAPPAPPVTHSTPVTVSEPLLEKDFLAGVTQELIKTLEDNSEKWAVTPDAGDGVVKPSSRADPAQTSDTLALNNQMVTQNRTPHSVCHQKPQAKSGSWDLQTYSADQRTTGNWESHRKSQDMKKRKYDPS
# Cneo AK release: Cryptococcus neoformans cell lysis inducers, primary screen, AK release luminescence, single concentration; lysis activity, % at 15 µM; 360,000 compounds, 0.2% hits; C. neoformans lysis, adenylate kinase release luminescence, 4 h; normalised: neutral wells 0, clomiphene wells 100;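 active = mean lysis activity across replicates of at least 80%, whatever share of replicates individually reach that level; inactive = mean lysis activity below 80%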
#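 Material: C. neoformans cells; Schedule: 4 h static compound exposure, 37 °C, read 1 h post-reagent; Measured by: adenylate kinase release luminescence; Read-out: signal increase indicating cell lysis; Controls: Clomiphene as positive lysis control.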
# miR122 inh: miR-122 Renilla sensor signal increase in Huh7, primary screen, miR-122 inhibitor project, cell-based, single point, plate reader; 340,000 compounds, 0.3% hits; Huh7 miR-122 Renilla luciferase sensor, 48 h; neutral wells = 0, positive control = 100; activation (reporter increase), % at 12.5 µM;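 active = mean replicate activation score at least 90 and every replicate individually at or above 90; inconclusive = only one of the two criteria met; inactive = neither criterion met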;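 also: higher luciferase means less miR-122 activity so hits act as miR-122 inhibitors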
# E-selectin induc: E-selectin induction in HUVECs, primary screen, imaging, HUVEC, immunofluorescence imaging, single point | normalized: neutral wells 0, TNF-alpha wells 100 | activation, % at 7.58 µM | 260,000 compounds, 0.37% hits | AID 686992, 2013;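 active = mean E-selectin-positive cell signal at least 10% of the positive control, reached in at least 60% of replicates, without over 20% cell loss; inconclusive = no rule given, readout overlaps actives, possibly toxicity-flagged; inactive = the rest, including those meeting only one limit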;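 also: in these data hits start at about 27%; measured in HUVEC primary endothelial cells; signal is the percent of cells scored E-selectin positive by PE staining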
# Target sequence (P16581 whole entry, looked up): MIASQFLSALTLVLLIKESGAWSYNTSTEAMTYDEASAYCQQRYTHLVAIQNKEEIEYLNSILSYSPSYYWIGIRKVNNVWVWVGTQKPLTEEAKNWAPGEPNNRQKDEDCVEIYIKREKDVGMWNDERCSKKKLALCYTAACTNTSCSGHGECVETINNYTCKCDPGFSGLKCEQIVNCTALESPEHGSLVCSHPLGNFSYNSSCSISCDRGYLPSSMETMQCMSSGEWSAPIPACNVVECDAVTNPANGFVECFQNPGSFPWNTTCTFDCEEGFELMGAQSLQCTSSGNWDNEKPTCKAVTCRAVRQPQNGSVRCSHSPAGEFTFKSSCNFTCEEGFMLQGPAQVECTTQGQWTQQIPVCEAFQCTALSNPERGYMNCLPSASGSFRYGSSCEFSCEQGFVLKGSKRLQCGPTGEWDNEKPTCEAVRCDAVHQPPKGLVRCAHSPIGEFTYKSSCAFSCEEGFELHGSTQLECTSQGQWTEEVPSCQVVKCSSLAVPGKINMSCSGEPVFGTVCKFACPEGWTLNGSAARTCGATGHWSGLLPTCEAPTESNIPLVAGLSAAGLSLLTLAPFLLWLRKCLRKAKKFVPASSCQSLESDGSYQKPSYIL
#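 Test system: HUVEC; input: 3,000 HUVEC/well; measured by: immunofluorescence imaging; read-out: % PE-positive cells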
# PGC1a acetyl inh: inhibitors of PGC1a acetylation signal, primary screen, cell-based, U2OS, AlphaScreen, inhibitor mode. AlphaScreen anti-acetyl-lysine; with virally co-expressed GCN5 acetyltransferase. inhibition, % at 15.6 µM. 350,000 compounds, 0.17% hits;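 active = every replicate shows inhibition of at least 40%; inconclusive = mean inhibition at least 40% but some replicate below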;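 also: 0% = neutral control wells and 100% = positive control wells; some results beyond the cut were filed as inactive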
# Starred values were filed as active, the others as inactive; ? = inconclusive; . = no result given; [ ] = dose if it differs, or a comment.
1) COc1ccc(C2COc3cc(O)ccc3C2)c(OC)c1O (configuration not stated)
2) O=C(Nc1cccc([N+](=O)[O-])c1)c1ccc2nsnc2c1
3) CCC(=O)NC(c1cc(Cl)c2cccnc2c1O)C(C)C (configuration not stated)
4) COc1ccccc1/C=N/NC(=O)c1cc2c(OC)c(OC)ccc2[nH]1
5) COc1cc(OC)c(NC(=O)c2sc3ncn(CC(=O)N4CCN(c5ccccn5)CC4)c(=O)c3c2C)cc1Cl
6) COC(=O)c1ccc(N2CCN(S(=O)(=O)c3ccc(C)cc3)CC2)c([N+](=O)[O-])c1
screen / no.,1,2,3,4,5,6
ERAP1 HTS inh,-2,3,-2,-1,-2,.
PglD inh,3,-6,-3,-1,-2,-4
RAD54 branch,2,-1,-3,-1,-6,0
RAD52 inh,-3,-10,-11,3,-14,.
Cneo AK release,-1,4,-1,1,7,1
miR122 inh,2,-10,8,15,3,2
E-selectin induc,.,-0.8,0.4,0.1,0.1,-0.8
PGC1a acetyl inh,-5,0,13,-11,1,-12

7) CNC[C@@H]1OCCCC[C@@H](C)Oc2ccc(NC(=O)c3ccncc3)cc2C(=O)N([C@H](C)CO)C[C@H]1C
8) CCOc1ccc(NC(=O)c2ccc(Cn3nc(C)cc3C)o2)cc1
9) C[C@H](CO)N1C[C@H](C)[C@@H](CN(C)C(=O)C2CC2)OCc2ccccc2-c2c(n(C)c3ccccc23)C1=O
10) CN(C)c1ccnc(-n2cccc2/C=N/OCc2ccc(F)cc2Cl)c1C#N
11) Cc1sc2ncnc(N3CCC(C(=O)NCC(=O)Nc4ccc(F)c(F)c4)CC3)c2c1C
12) CCCCn1c(N)c(N(CCC(C)C)C(=O)C2=COCCO2)c(=O)[nH]c1=O
screen / no.,7,8,9,10,11,12
ERAP1 HTS inh,0,-1,1,.,0,-6
PglD inh,2,2,0,-6,1,-2
RAD54 branch,-8,-9,-4,9,3,-8
RAD52 inh,-181,-11,-1,.,-19,-7
Cneo AK release,1,0,0,0,52,-3
miR122 inh,1[16.7 µM],.,.,-3,.,-5
E-selectin induc,.,-0.1,-0.6,.,1.4,0.2
PGC1a acetyl inh,1,.,10,4,.,.

# Given tab-delimited: entries from further up
cpd	SMILES	ERAP1 HTS inh	PglD inh	RAD54 branch	RAD52 inh	Cneo AK release	miR122 inh	E-selectin induc	PGC1a acetyl inh
1	COc1ccc(C2COc3cc(O)ccc3C2)c(OC)c1O (configuration not stated)	-2	3	2	-3	-1	2	.	-5
2	O=C(Nc1cccc([N+](=O)[O-])c1)c1ccc2nsnc2c1	3	-6	-1	-10	4	-10	-0.8	0
3	CCC(=O)NC(c1cc(Cl)c2cccnc2c1O)C(C)C (configuration not stated)	-2	-3	-3	-11	-1	8	0.4	13
4	COc1ccccc1/C=N/NC(=O)c1cc2c(OC)c(OC)ccc2[nH]1	-1	-1	-1	3	1	15	0.1	-11
5	COc1cc(OC)c(NC(=O)c2sc3ncn(CC(=O)N4CCN(c5ccccn5)CC4)c(=O)c3c2C)cc1Cl	-2	-2	-6	-14	7	3	0.1	1
6	COC(=O)c1ccc(N2CCN(S(=O)(=O)c3ccc(C)cc3)CC2)c([N+](=O)[O-])c1	.	-4	0	.	1	2	-0.8	-12
7	CNC[C@@H]1OCCCC[C@@H](C)Oc2ccc(NC(=O)c3ccncc3)cc2C(=O)N([C@H](C)CO)C[C@H]1C	0	2	-8	-181	1	1[16.7 µM]	.	1
8	CCOc1ccc(NC(=O)c2ccc(Cn3nc(C)cc3C)o2)cc1	-1	2	-9	-11	0	.	-0.1	.
9	C[C@H](CO)N1C[C@H](C)[C@@H](CN(C)C(=O)C2CC2)OCc2ccccc2-c2c(n(C)c3ccccc23)C1=O	1	0	-4	-1	0	.	-0.6	10
10	CN(C)c1ccnc(-n2cccc2/C=N/OCc2ccc(F)cc2Cl)c1C#N	.	-6	9	.	0	-3	.	4
11	Cc1sc2ncnc(N3CCC(C(=O)NCC(=O)Nc4ccc(F)c(F)c4)CC3)c2c1C	0	1	3	-19	52	.	1.4	.
12	CCCCn1c(N)c(N(CCC(C)C)C(=O)C2=COCCO2)c(=O)[nH]c1=O	-6	-2	-8	-7	-3	-5	0.2	.

# (next part)
13) C[C@@H]1CN([C@@H](C)CO)C(=O)c2cc(NC(=O)Cc3cn(C)c4ccccc34)ccc2O[C@@H]1CN(C)C(=O)Nc1ccccc1
14) O=S(=O)(c1cnc[nH]1)N1CCc2ccccc21
15) CN(CC(=O)Nc1ccc(F)cc1)C(=O)COC(=O)CN1C(=O)NC2(CCCC2)C1=O
16) CCOCCOC(=O)C1=C(C)N(C)C(=O)NC1c1ccccc1Cl (configuration not stated)
17) CC1CCCC(N2C(=O)NC(NC(=O)c3ccco3)(C(F)(F)F)C2=O)C1C (configuration not stated)
18) CCc1c(C)sc(NC(=O)c2cc(CC(C)C)on2)c1C#N
screen / no.,13,14,15,16,17,18
ERAP1 HTS inh,1,.,1,.,.,1
PglD inh,3,-2,0,5,4,-2
RAD54 branch,0,-7,-16,-1,5,-13
RAD52 inh,-10,.,-8,.,.,-3
Cneo AK release,8,-4,1,0,-1,2
miR122 inh,-10[16.7 µM],0,3,4,0,5
E-selectin induc,-0.3,.,-0.1,.,.,0.9
PGC1a acetyl inh,.,3,-5,3,-16,.

19) Cc1ccc(S(=O)(=O)N(CC(=O)NCc2ccccn2)c2ccc(Cl)cc2)cc1
20) CC1(c2cccc(Br)c2)NC(=O)N(CC(=O)NCCC2=CCCCC2)C1=O (configuration not stated)
21) CC(C)CC#Cc1cnc2c(c1)C(=O)N([C@H](C)CO)C[C@@H](C)[C@H](CN(C)C(=O)c1ccccc1)O2
22) CCOc1ncccc1C(=O)Nc1cccc(S(=O)(=O)N2CCOCC2)c1
23) COCC(=O)N1CCC2(CC1)CN(C(=O)NC1CCCC1)[C@H](CO)c1c2c2ccc(OC)cc2n1C
24) Cc1cccnc1NC(=O)NC(=O)c1ccc(C(C)(C)C)s1
screen / no.,19,20,21,22,23,24
ERAP1 HTS inh,1,-1,-2,1,0,3
PglD inh,-5,-4,0,1,.,.
RAD54 branch,5,-8,7,-12,.,.
RAD52 inh,-10,-31,-1,-1,-8,-3
Cneo AK release,1,-1,0,-2,.,.
miR122 inh,.,-2,-3[16.7 µM],-1,.,-4
E-selectin induc,0.0,0.1,-0.1,-0.1,0.5,8.6
PGC1a acetyl inh,.,-4,-6,9,12,1

25) O=C(C[C@@H]1CC[C@H]2[C@@H](COC[C@@H](O)CN2Cc2ccccc2F)O1)NCc1ccccc1F
26) COc1ccc(N(C)C(=O)Cc2c(C(=O)O)[nH]c3ccccc23)cc1
27) COC(=O)C1=C(C)N(c2cccc(Cl)c2)C(=O)C1
28) COc1ccc(OC)c(NC(=O)NCc2ccc(F)cc2)c1
29) Cc1ccc(CNC(=O)CCc2c(C)[nH]c(=O)c(C#N)c2C)cc1
30) COc1ccc(C(=O)Nc2ccc3c(c2)C(=O)N(C)[C@@H]2CC[C@@H](CC(=O)NCC4CC4)O[C@H]2CO3)cc1
screen / no.,25,26,27,28,29,30
ERAP1 HTS inh,3,0,.,.,2,1
PglD inh,-2,.,-5,6,1,-2
RAD54 branch,-5,.,0,9,7,-2
RAD52 inh,15,-8,.,.,-12,8
Cneo AK release,-3,.,-2,-6,9,-7
miR122 inh,5[16.7 µM],-1,-2,-2,.,.
E-selectin induc,0.1,.,.,0.0,.,0.0
PGC1a acetyl inh,9,-13,-3,.,.,.

31) Cc1ccc2c(c1)C1(SCCS1)C(=O)N2
32) CCCCOc1ccc(C(=O)N2CCCC2C(=O)O)cc1 (configuration not stated)
33) CCn1ccnc1CNC(=O)c1ccc2oc(C(C)C)nc2c1
34) COCc1cc(=O)n2[nH]c(-c3ccco3)cc2n1
35) O=C(COC(=O)CCN1C(=O)C2CC=CCC2C1=O)NCCc1ccc(F)cc1 (configuration not stated)
36) C[C@H]1CN([C@@H](C)CO)S(=O)(=O)c2ccc(-c3cccc(C(=O)N(C)C)c3)cc2O[C@@H]1CN(C)C(=O)Cc1ccccn1
screen / no.,31,32,33,34,35,36
ERAP1 HTS inh,.,.,-2,1,-2,0
PglD inh,1,0,-3,3,0,-1
RAD54 branch,-6,-13,4,-4,-3,-1
RAD52 inh,.,.,-6,-9,-6,-6
Cneo AK release,3,-2,-1,2,-4,-13
miR122 inh,-2,-1,.,-1,-14,.
E-selectin induc,.,.,.,0.4,0.1,-0.1
PGC1a acetyl inh,-13,-12,.,3,3,0

37) O=C(Nc1nccs1)c1cn(-c2ccccc2)nc1-c1ccncc1
38) Cn1c(N)c(C(=O)COC(=O)c2ccccc2C(F)(F)F)c(=O)n(C)c1=O
39) O=C(COC(=O)c1ccco1)Nc1ccc(Br)cc1
40) O=c1oc(-c2ccccc2)nc2c1cnn2-c1ccccc1
41) COc1ccc(N2CCN(S(=O)(=O)c3c(C)[nH]c(C)c3C(=O)N3CCCC3)CC2)cc1
42) N/C(CCN1CCOCC1)=N/O
screen / no.,37,38,39,40,41,42
ERAP1 HTS inh,7,1,1,.,5,.
PglD inh,1,-3,-3,-2,6,-2
RAD54 branch,-2,-12,11,0,-1,-9
RAD52 inh,-20,-3,8,.,0,.
Cneo AK release,-6,-2,-3,0,1,2
miR122 inh,-3,-3,1,-2,3,12
E-selectin induc,.,-0.3,.,.,.,.
PGC1a acetyl inh,2,7,-12,8,2,.

43) c1ccc(-c2csc(Nc3ccccn3)n2)cc1
44) Cc1ccc(CN(C(=O)Cn2nnc3ccccc32)C(C(=O)NCc2ccco2)c2cccs2)cc1 (configuration not stated)
45) CSCc1c(C(=O)NCCc2ccccn2)oc2ccccc12
46) O=C(c1cc2ccccc2o1)N1CCN=C1SCc1cccnc1
47) Cc1ccc(-n2c(SCC(=O)N3CC(=O)Nc4ccccc43)nc3ccccc3c2=O)cc1C
48) Cc1csc(NC(=O)C2C3C=CC(C3)C2C(=O)O)n1 (configuration not stated)
screen / no.,43,44,45,46,47,48
ERAP1 HTS inh,-3,.,1,4,2,.
PglD inh,4,7,-1,1,-1,13
RAD54 branch,3,-6,0,10,4,-1
RAD52 inh,-22,.,-1,4,-11,.
Cneo AK release,-4,0,-1,-1,-1,5
miR122 inh,-2,8,.,2,.,-1
E-selectin induc,0.2,.,-0.1,.,.,.
PGC1a acetyl inh,-14,?,.,9,.,0

49) CCC(C)Sc1nc(O)cc(=O)[nH]1 (configuration not stated)
50) Cc1ccc(CNC(=O)COC(=O)c2cc(C)oc2C)cc1
51) CC(C)C[C@H](N)c1nnc(SCc2ccc(Cl)cc2)o1
52) CC(C)C(=O)NC(=S)Nc1ccccc1C(F)(F)F
53) CCCOc1ccc(/C=C/C(=O)Nc2ccc([N+](=O)[O-])cc2C)cc1
screen / no.,49,50,51,52,53
ERAP1 HTS inh,.,-2,1,.,.
PglD inh,-3,-1,3,-2,1
RAD54 branch,-1,6,-15,-3,-12
RAD52 inh,.,-15,-1,.,.
Cneo AK release,-1,-1,-2,7,-1
miR122 inh,2,.,13,-5,-13
E-selectin induc,.,.,.,.,.
PGC1a acetyl inh,-5,.,28,1,0
